Assay outcomes: PubChem, National Center for Advancing Translational Sciences (NCATS)
15-hLO-2 inh: inhibitors of human 15-lipoxygenase 2 (ALOX15B). O15296. purified 15hLO-2, xylenol orange hydroperoxide absorbance. Potency, µM (highest dose often 57.1 µM), without a hit: at the highest dose activity change, negative = inhibition, usual class: inhibitors. 110,000 compounds, 0.56% hits; also: potency is read from the fitted curve at half-maximal effect; nearly all actives have a fitted effect of over 60% in size; many of its hits are not listed in these tables
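Read-out: hydroperoxide product oxidises ferrous iron, measured as xylenol orange complex via the 573-to-405 nm absorbance ratio after 30 min. Reaction: 50 nM enzyme, 15 min compound preincubation, 45 uM arachidonic acid, 90 min RT, Hepes pH 7.5 with Triton X-100.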
ALOX12 inhib: inhibitors of human 12-lipoxygenase (ALOX12). purified 12-hLO, xylenol orange hydroperoxide absorbance. Potency, µM (doses to about 57.1 µM), for inactives: at the top dose activity change, negative = inhibition, usual class: inhibitors. 150,000 compounds, 0.12% hits; also: potency is read from the fitted curve at half-maximal effect; nearly all actives have a fitted effect of over 55% in size; many of its hits are not listed in these tables
Target sequence (P18054 whole entry, looked up): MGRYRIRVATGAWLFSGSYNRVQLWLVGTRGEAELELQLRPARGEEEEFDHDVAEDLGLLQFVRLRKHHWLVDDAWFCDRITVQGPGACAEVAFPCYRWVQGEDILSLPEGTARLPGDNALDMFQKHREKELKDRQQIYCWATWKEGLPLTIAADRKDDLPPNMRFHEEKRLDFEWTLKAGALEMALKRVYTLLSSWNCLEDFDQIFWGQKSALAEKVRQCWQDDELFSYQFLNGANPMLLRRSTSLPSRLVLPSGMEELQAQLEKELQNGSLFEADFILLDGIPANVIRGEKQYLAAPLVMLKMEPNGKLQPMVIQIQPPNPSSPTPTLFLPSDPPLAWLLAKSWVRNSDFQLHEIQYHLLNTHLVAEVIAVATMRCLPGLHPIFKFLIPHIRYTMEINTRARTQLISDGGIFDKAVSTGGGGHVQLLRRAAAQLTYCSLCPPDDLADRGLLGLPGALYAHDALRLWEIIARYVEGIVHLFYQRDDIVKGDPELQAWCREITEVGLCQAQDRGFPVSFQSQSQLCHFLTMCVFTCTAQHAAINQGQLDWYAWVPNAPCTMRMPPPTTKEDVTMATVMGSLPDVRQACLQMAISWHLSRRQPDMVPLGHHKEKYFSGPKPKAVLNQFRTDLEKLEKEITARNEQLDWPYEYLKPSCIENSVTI
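Hydroperoxide formation by human 12-lipoxygenase from 40 uM arachidonic acid was followed colorimetrically via ferric-xylenol orange complex, using the 573/405 nm absorbance ratio. Enzyme concentration was 150 nM, with 30 min reaction at room temperature.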
PNC assembly inh: blocks assembly of the perinucleolar compartment; PC3M PTB-GFP, PNC prevalence imaging, 16 h; stronger effect = lower value; activity change (PNC), negative = inhibition, % at 10 µM; 140,000 compounds, 3.1% hits;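 active = readout at or below -70, meaning at least 70% loss of cells showing the perinucleolar compartment, a nuclear body marking cancer cells; inconclusive = readout between -30 and a set limit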;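 also: plate controls were DMSO wells for no effect and camptothecin positive control wells for full effect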
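Read-out is percentage of cells bearing a perinucleolar compartment, from automated 20x imaging of fixed, Hoechst-stained PC3M PTB-GFP cells. Cells were seeded 4 h, then exposed 16 h to compound (23 nl of library stock) in duplicate plates.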
IMPase inh: membrane-permeable compound that blocks inositol monophosphatase. CHO-M1 cells, IP1 accumulation, HTRF TR-FRET ratio. inhibition (IP1 accumulation), % at 46.1 µM. 120,000 tested, under 10 active. AID 901; active = well fitted curve in the direction sought with a large enough effect in the signal ratio, not every such curve was filed as active; inconclusive = small, poorly fitted or top-dose-only effect, or a change in a side signal; inactive = no such curve, though single readings can be large or run the other way; the % refers to the signal ratio;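 also: cells stimulated with carbachol in lithium chloride buffer; plate controls were DMSO basal wells for no effect and reference inhibitor wells for full effect; higher means more IMPase inhibition seen as more IP1 and lower FRET ratio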
Target sequence (P97697 whole entry, looked up): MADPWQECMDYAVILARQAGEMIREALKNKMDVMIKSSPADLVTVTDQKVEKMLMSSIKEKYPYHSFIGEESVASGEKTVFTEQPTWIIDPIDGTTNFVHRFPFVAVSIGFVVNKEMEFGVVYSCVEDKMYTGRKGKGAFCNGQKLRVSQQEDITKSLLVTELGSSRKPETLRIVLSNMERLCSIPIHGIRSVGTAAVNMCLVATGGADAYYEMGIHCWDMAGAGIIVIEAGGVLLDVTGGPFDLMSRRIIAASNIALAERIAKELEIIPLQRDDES
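Seeded CHO-M1 cells were dosed with compound at up to 46 uM, stimulated with carbachol for 30 min, then lysed in IP-One detection reagents. Higher IP1 lowers the TR-FRET signal.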
* marks the source's active call; other numbers are inactive results; ? = inconclusive; . = not tested or not shown; [ ] = another dose, or the depositor's remark. Unless noted, calls follow the shape of the dose curve; as a rule, active = well fitted curve in the direction sought with a large enough effect; inconclusive = small, poorly fitted or top-dose-only effect, or another doubt; inactive = no such curve, though single readings can be large; an effect the other way counts as inactive or inconclusive. Unless noted, % is scaled to controls: 0 for no effect and ±100 for the full control effect. The list is partial, so the mix of outcomes need not match the whole.

SMILES	15-hLO-2 inh	ALOX12 inhib	PNC assembly inh	IMPase inh
NNC(=O)COc1cccc2cccnc12	.	-2%	2	-7
Cc1cccc(NC(=O)CSc2nnc(-c3ccncc3)n2C)c1	-2%	3%	14	8
Cc1ccc(S(=O)(=O)NC(=O)Nc2nnc(C)s2)cc1	4%[11.4 µM]	2%	?	1[1.84 µM]
CCCCCCNCC1OCc2ccccc2CO1	.	-5%	?	0
COc1ccc(C(=O)NC(=S)N2CCN(c3ccc([N+](=O)[O-])cc3)CC2)cc1	.	-6%	51	.
Cc1cc(C)n2c(SCC(=O)Nc3cc(C)on3)nnc2n1	.	4%	-100*	-2
CC(C)NS(=O)(=O)c1ccc(OCC(=O)Nc2ccc3c(c2)OCO3)c(Cl)c1	-6%	-5%	37	-7
Nc1nc(COc2ccc3ccccc3c2)cs1	29%	-7%	-28	-3
O=C(NC(Cc1ccccc1)C(=O)N1CCN(c2ccccn2)CC1)c1ccco1 (configuration not stated)	-7%	-6%	?	-3
COc1cc(C(=O)NCCc2nc3ccccc3n2C)cc(OC)c1OC	.	3%	29	2
c1ccc(Nc2cccc(Nc3ccccc3)n2)cc1	5%	-17%	0	-2
O=C(NCc1ccc2c(c1)OCO2)c1cc2c(s1)CSC2	.	-3%	57	.
COc1cc2c(cc1OC)CN(Cc1cc(=O)oc3c(C)c(C)ccc13)CC2	.	-3%	?	-2
Cn1c(=O)n(-c2ccccc2)c(=O)c2c3c(sc21)COC(C)(C)C3	-3%	-3%	20	-15
CCN(CCO)Cc1csc2ccc(Br)cc12	20%	14%	32	-1
COc1ccc(S(=O)(=O)N2CCC(C(=O)Nc3nnc(CCN4CCCCC4)s3)CC2)cc1	9%	-3%	-11	3
Cc1c(C(=O)N/N=C/C(C)C)[nH]c2ccc([N+](=O)[O-])cc12	.	-2%	39	-4
COCCNS(=O)(=O)c1cccc2cccnc12	-6%	1%	3	-2
C[C@H](CCC(=O)O)[C@H]1CC[C@H]2[C@@H]3[C@H](O)C[C@@H]4C[C@H](O)CC[C@]4(C)[C@H]3C[C@H](O)[C@]12C	-4%	-2%	.	.
CCN(CC)S(=O)(=O)C1CCS(=O)(=O)C1 (configuration not stated)	-5%	-1%	?	?
Cn1c(C(C#N)/C(=N\S(=O)(=O)c2cccs2)c2ccccc2)nc2ccccc21 (configuration not stated)	-4%	1%	13	3
Clc1ccc(-c2c[n+](Cc3cccc(Cl)c3)c3n2CCC3)cc1	.	-1%	-8	.
CCC(c1nnnn1C1CCCCC1)N1CCN(C2CCCC2)CC1 (configuration not stated)	17%	-3%	9	10
CCC(C)OC(=O)c1[nH]c2c(c1C)C(=O)CC(c1ccc(N(C)C)cc1)C2 (configuration not stated)	-3%	-7%	-23	11
COC(=O)C1=C(CSc2nncn2C)NC(=O)NC1c1cc(C)ccc1C (configuration not stated)	0%	2%	0	0

Later entries
SMILES	15-hLO-2 inh	ALOX12 inhib	PNC assembly inh	IMPase inh
NC(=O)c1ccc(-n2nnnc2SCc2ccccc2)cc1	7%	5%	2	-1
Cc1cc2oc(C(=O)N(Cc3ccco3)C3CCS(=O)(=O)C3)cc(=O)c2cc1Cl (configuration not stated)	-16%[11.4 µM]	7%	1	14[1.84 µM]
COc1ccc(-c2cc(C(F)(F)F)c(C#N)c(SCC(=O)Nc3ccc(C)cc3)n2)cc1	-17%	11%	48	-29
Cc1ccc(CNC(=O)CSc2c3c(nc4ccc(Cl)cc24)CCCC3)o1	-10%	-23%	92	-13
O=S(=O)(NCCc1cn2ccccc2n1)c1cccs1	-3%	4%	19	16
O=C(CSc1nnnn1-c1ccc(Cl)cc1)Nc1cccnc1Cl	.	1%	23	.
COc1cccc(N2CCN(C(=O)c3ccc(N4C(=O)NC5CC4(C)Oc4ccccc45)cc3)CC2)c1 (configuration not stated)	5%	2%	121	0
CC(O)CNc1nc2c(c(=O)n(C)c(=O)n2C)n1C/C=C/c1ccccc1 (configuration not stated)	-2%	-4%	38	7
Cc1cccc(NC(=O)CSc2nc(N)c(NC(=O)c3cccs3)c(=O)[nH]2)c1	.	-1%	39	.
CCOC(=O)NCc1ccc(S(=O)(=O)Nc2ccccc2C)cc1	9%	1%	-24	11
O=C(O)c1cc2c(o1)CCC/C2=N\O	-1%	-8%	?	6
COc1ccc(C(=O)Nc2ccc(SC(F)F)cc2)cc1	.	-4%	?	.
Cc1cc(C(=O)OCC(=O)NC2CCS(=O)(=O)C2)c(C)n1-c1ccccc1 (configuration not stated)	-3%	-1%	?	-12
CC1CCc2nc(NC(=O)C3COc4ccccc4O3)sc2C1 (configuration not stated)	3%	?	1	5
COc1ccc(C2CC(=O)C3=C(C2)Nc2ccccc2NC3c2coc3ccccc3c2=O)cc1OC (configuration not stated)	.	-3%	?	.
O=C(NCCc1ccccn1)c1cc(-c2ccc(Cl)cc2)nc2ccccc12	.	-2%	-4	2
O=C1N=c2ccccc2=C1c1sc(=S)n(CC2CCCO2)c1O (configuration not stated)	-1%	0%	19	-6
COC(=O)c1ccccc1NC(=O)c1c(Br)cnn1C	-5%	1%	-7	8
CCCOc1cc(C)c(S(=O)(=O)N2CCOCC2)cc1C	.	-7%	?	.
COc1cc(OC)c(NC(=O)CS(=O)(=O)Cc2nc(-c3ccc(C)cc3)oc2C)cc1Cl	0%	-8%	4	4
CCNC(=O)NC(=O)C(C)OC(=O)c1oc2ccccc2c1CSC1CCCCC1 (configuration not stated)	.	0%	-27	.
CCOc1ccc(/C(O)=C2/C(=O)C(=O)N(CCCn3ccnc3)C2c2cccs2)cc1Cl (configuration not stated)	42%[activator]	-19%	-15	-27
COc1ccc(OC)c(NC(=O)CN2CCN(C(=O)c3ccco3)CC2)c1	6%	-2%	-2	-4
C=CCn1c(SCn2nnc3ccccc3c2=O)nnc1-c1ccc(Cl)cc1	-18%	-6%	21	-1
O=C(N/N=C/c1cccnc1)c1ccc([N+](=O)[O-])cc1Cl	16%	-4%	-3	1

New compounds follow
SMILES	15-hLO-2 inh	ALOX12 inhib	PNC assembly inh	IMPase inh
COc1ccc(OC)c(NC(=O)c2c(NC(=O)CNCc3ccco3)sc3c2CCC3)c1	27%	-6%	?	3
Cc1ccc(NS(=O)(=O)N(C)C)cc1	.	-3%	-100*	-7
Cn1c(=O)c2c(-c3ccccc3F)c3c(nc2n(C)c1=O)-c1ccccc1C3O (configuration not stated)	.	-5%	76	3
Clc1ccc(OCCCNCc2ccccc2)c(Br)c1	78%[activator]	-5%	-89*	0
Cc1csc(NC(=O)Nc2ccc(Cl)cc2)n1	9%	2%	13	11
O=C1CCC(=O)N1CNc1cccnc1	8%	-2%	6	2
Cc1cc(C)nc(/N=C/c2c(O)n(C)c(=O)n(C)c2=O)n1	2%	-2%	-4	-2
O=C1c2ccccc2C(=O)C1c1ccnc2ccccc12	.	1%	-20	?
CCc1ccc(N2CC(C(=O)Nc3nccs3)CC2=O)cc1 (configuration not stated)	4%	-2%	-21	-2
Cn1cnnc1Sc1cc(N2CCN(S(=O)(=O)c3ccccc3)CC2)ccc1[N+](=O)[O-]	.	-4%	?	.
Cc1c(C(=O)O)cccc1-n1c(C)cc(/C=N/NC(=O)c2cc3ccccc3o2)c1C	.	-4%	-14	.
Cn1c(SCC(=O)c2ccc3c(c2)OCO3)nnc1C1COc2ccccc2O1 (configuration not stated)	-1%	1%	30	3
Cc1nn(-c2ccccc2)c2sc(C(=O)N(CC(=O)NC3CCCC3)Cc3ccco3)cc12	-3%	1%	17	3
CCN1C(=O)C(CC(=O)NC2CCCCC2)N(CC)C1=O (configuration not stated)	1%	1%	?	2
O=C(CCSc1nc(-c2ccc3c(c2)OCO3)cc(C(F)(F)F)n1)NCc1ccco1	-2%	-19%	51	12
COc1ccc(OC)c(-c2nnc(SCC(=O)N3CCOCC3)o2)c1	-6%	-5%	14	-11
COc1cc(C(c2c(C)[nH][nH]c2=O)c2c(C)[nH][nH]c2=O)ccc1OC(C)C	.	-4%	-80*	0
C=CC[n+]1c(-c2ccc(OCC)cc2)csc1NNC(=O)Nc1ccccc1	-11%	-19%	39	6
COc1ccc(NC(=O)C2c3cc(OC)c(OC)cc3C(=O)N(C)C2c2cccnc2)cc1OC (configuration not stated)	1%	-6%	18	0
COc1cccc2sc(Nc3nc4ccc(NC(C)=O)cc4s3)nc12	.	0%	4	.
CCCOc1ccc(Br)cc1CSC(=N)N	.	-9%	?	24
O=C(CCC(=O)c1ccc(F)cc1)Nc1cccc(S(=O)(=O)Nc2cccc(Cl)c2)c1	.	8%	19	.
Cc1cccc(-n2ncc3c(NCCc4ccc(S(N)(=O)=O)cc4)ncnc32)c1	13%	-7%	-3	-5
COc1cc(C(=O)NCc2nnc(SCC(=O)Nc3nc4ccc(C)cc4s3)o2)cc(OC)c1OC	.	-9%	36	-3
Cc1ccc([N+](=O)[O-])cc1S(=O)(=O)N(C(=O)c1ccncc1)c1ccc2oc3c(c2c1)CCCC3	.	1%	61	.

Part of the list above in another layout.
canonical_smiles,15-hLO-2 inh,ALOX12 inhib,PNC assembly inh,IMPase inh
Cc1cc(C)nc(/N=C/c2c(O)n(C)c(=O)n(C)c2=O)n1,2%,-2%,-4,-2
Cc1ccc([N+](=O)[O-])cc1S(=O)(=O)N(C(=O)c1ccncc1)c1ccc2oc3c(c2c1)CCCC3,.,1%,61,.
C=CC[n+]1c(-c2ccc(OCC)cc2)csc1NNC(=O)Nc1ccccc1,-11%,-19%,39,6
Cn1c(SCC(=O)c2ccc3c(c2)OCO3)nnc1C1COc2ccccc2O1 (configuration not stated),-1%,1%,30,3
CCN1C(=O)C(CC(=O)NC2CCCCC2)N(CC)C1=O (configuration not stated),1%,1%,?,2
Cc1csc(NC(=O)Nc2ccc(Cl)cc2)n1,9%,2%,13,11

Next part:
SMILES	15-hLO-2 inh	ALOX12 inhib	PNC assembly inh	IMPase inh
COc1ccc(S(=O)(=O)N(CCO)c2ccccc2CN(C)CC=Cc2ccc(Cl)cc2)cc1	27%[0.0915 µM]	-5%[0.00818 µM]	.	.
O=C(CN1CCN(C(=O)c2ccccc2F)CC1)Nc1ccc(Br)cc1	0%	-2%	8	-1
CCNC(=O)CC1C(=O)N(c2ccc(OC)cc2)C(=O)N1Cc1ccc(OC)cc1 (configuration not stated)	-3%	-1%	?	18
Cc1nnc(NC(=O)CSc2nnc(CCc3nc4ccccc4[nH]3)n2C)s1	-2%	-3%	4	10
O=C(CSc1nc(O)c(C2CCCCC2)c(=O)[nH]1)NCC1CCCO1 (configuration not stated)	0%	-7%	22	4
CCOc1ccc(C(=O)NCC2CCCO2)cc1 (configuration not stated)	2%	-4%	-2	4
O=C(CNc1cc(S(=O)(=O)N2CCCC2)ccc1OCC(F)(F)F)Nc1cccc(C(F)(F)F)c1	.	-2%	35	.
O=C(NNS(=O)(=O)c1ccccc1)C1CCN(S(=O)(=O)c2ccc(Cl)cc2)CC1	.	0%	-100*	-14
Cc1cc(Nc2nc3c(c(=O)n(C)c(=O)n3C)n2C)n(-c2ccc(Cl)cc2)n1	-13%	-20%	?	-8
CNc1nc(-c2ccccc2)nnc1C(F)(F)F	1%	-1%	29	3
c1ccc(N2CCN(c3nc4ccccc4n4nnnc34)CC2)cc1	-3%	2%	?	14
Cc1ccc(NC(=O)C2C3C=CC4(CN(Cc5cccnc5)C(=O)C24)O3)cc1 (configuration not stated)	.	-1%	-29	9
Cc1cccc(CNc2nc(-c3cccc(NS(C)(=O)=O)c3)nc3ccccc23)c1	21%	-10%	.	.
Cc1ccc(S(=O)(=O)c2nnn3c2nc(N2CCCCC2)c2ccccc23)cc1	.	-1%	21	.
CCOC(=O)c1c(N)sc2c(O)c(Br)ccc12	?	-6%	-27	8
